# Compound activity from PubChem BioAssay.
# RAD52 inh: blocks human RAD52 DNA annealing. P43351. recombinant RAD52 DNA annealing, FRET fluorescence. inhibition, % at 18.7 µM. 360,000 compounds, 0.46% hits;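 active = every replicate showing at least 50% inhibition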
# Target sequence (P43351 whole entry, looked up): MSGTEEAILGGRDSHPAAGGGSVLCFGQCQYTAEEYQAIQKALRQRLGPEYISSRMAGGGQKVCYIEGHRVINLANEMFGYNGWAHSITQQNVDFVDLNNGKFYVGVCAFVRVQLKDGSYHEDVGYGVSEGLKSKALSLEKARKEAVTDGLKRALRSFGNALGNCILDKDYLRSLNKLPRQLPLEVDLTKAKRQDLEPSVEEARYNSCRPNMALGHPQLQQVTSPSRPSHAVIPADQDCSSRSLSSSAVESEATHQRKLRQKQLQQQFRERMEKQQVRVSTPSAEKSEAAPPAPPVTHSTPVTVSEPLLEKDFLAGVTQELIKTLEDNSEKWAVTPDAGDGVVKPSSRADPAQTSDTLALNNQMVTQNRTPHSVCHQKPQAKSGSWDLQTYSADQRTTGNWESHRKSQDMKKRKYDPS
# ERp5 inh: ERp5 (human) disulfide isomerase inhibition; 350,000 compounds, 0.05% hits; Q15084; inhibition, % at 9.99 µM; ERp5 insulin aggregation, absorbance 650 nm, 90 min;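 active = mean replicate inhibition above about 25%, with every replicate also reaching it, limit read from the data, passing the limit was not always enough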
# RAD54 branch: inhibitors of human RAD54 branch migration; Q92698; RAD54 Holliday junction branch migration, FAM/BHQ fluorescence; inhibition, % at 10.4 µM; 360,000 compounds, 0.14% hits; AID 602329;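 active = mean normalized replicate activity at least 40 and at least half of replicates scoring 40 or more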;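 note: 0% = median of neutral control wells and 100% = median of positive control wells; inhibitors cause a drop in the FAM fluorescence signal; in these data hits start at about 50%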
# CASP6 VEID inh: blocks human caspase-6 cleavage activity; P55212; purified caspase-6, Z-VEID-R110 cleavage fluorescence; inhibition, % at 12.5 µM; 350,000 compounds, 0.53% hits;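 active = mean inhibition across replicates at least about 35%, with every replicate also reaching that limit, limit read from the data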;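 note: 0% = median of neutral control wells and 100% = no fluorescence left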
# ARNT-TACC3 inh: disrupts binding between human ARNT and TACC3 | Q9Y6A5 | AlphaScreen His-ARNT PAS-B/GST-TACC3 binding, luminescence; TACC3 fragment carries E629A point mutation | inhibition, % at 9.99 µM | 390,000 compounds, 0.66% hits | AID 623870;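 active = mean inhibition of replicates at least 50% and at least half of replicates each reaching 50%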;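 note: 0% = complete ARNT plus TACC3 wells and 100% = ARNT alone without TACC3; many hits fall short of the cut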
# PglD DTNB: inhibitors of Campylobacter jejuni PglD acetyltransferase | purified PglD enzyme, DTNB colorimetric CoA detection | inhibition, % at 12.5 µM | 360,000 compounds, 0.098% hits; in the data active = inhibition above about 16%, passing the limit was not always enough; note: strong numbers were not always called active
# esBAF inh: blocks esBAF chromatin remodeling in mouse ES cells; Bmi1-luciferase knock-in reporter, 24 h; 100% = twice the neutral-well signal; reporter increase, % at 12.5 µM; 350,000 compounds, 2% hits; AID 602393; in the data active = activation above about 40%;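 note: 0% = median of the plate's neutral control wells and 100% = double that signal; a rise in the Bmi1 reporter signal indicates esBAF inhibition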
# E-selectin induc: induces E-selectin expression in human endothelial cells. AID 686992. HUVEC E-selectin immunofluorescence imaging; normalized: neutral wells 0, TNF-alpha wells 100. P16581. activation, % at 7.58 µM. 260,000 compounds, 0.37% hits;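 active = mean E-selectin-positive cell signal at least 10% of the positive control, reached in at least 60% of replicates, without over 20% cell loss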;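 note: in these data hits start at about 27%; measured in HUVEC primary endothelial cells; signal is the percent of cells scored E-selectin positive by PE staining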
# Target sequence (P16581 whole entry, looked up): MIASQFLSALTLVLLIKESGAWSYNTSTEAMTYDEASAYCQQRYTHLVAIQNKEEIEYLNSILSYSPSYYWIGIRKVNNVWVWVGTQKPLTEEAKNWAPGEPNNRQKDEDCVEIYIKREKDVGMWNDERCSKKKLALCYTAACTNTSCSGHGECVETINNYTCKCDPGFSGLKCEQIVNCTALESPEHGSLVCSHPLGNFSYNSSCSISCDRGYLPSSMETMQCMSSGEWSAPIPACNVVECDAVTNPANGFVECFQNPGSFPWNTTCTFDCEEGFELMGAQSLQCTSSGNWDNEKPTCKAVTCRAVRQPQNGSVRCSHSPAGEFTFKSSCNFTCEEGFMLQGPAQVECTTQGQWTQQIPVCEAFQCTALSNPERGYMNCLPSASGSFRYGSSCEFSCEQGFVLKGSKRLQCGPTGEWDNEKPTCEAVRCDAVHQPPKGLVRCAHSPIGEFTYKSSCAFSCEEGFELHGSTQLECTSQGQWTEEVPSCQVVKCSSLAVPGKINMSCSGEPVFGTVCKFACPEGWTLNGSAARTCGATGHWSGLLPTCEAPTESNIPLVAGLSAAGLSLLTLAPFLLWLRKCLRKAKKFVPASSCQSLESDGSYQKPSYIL
#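 System: HUVEC, human umbilical vein endothelial cells; quantity: 3,000 cells/well; buffer or medium: EGM-2 medium, gelatin-coated wells; dosing: single-point compound dose; detection: immunofluorescence imaging; evaluation: % PE-positive cells; benchmarks: TNF-alpha, DMSO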
# Active calls of the source: *; / = no result given.
SMILES,RAD52 inh,ERp5 inh,RAD54 branch,CASP6 VEID inh,ARNT-TACC3 inh,PglD DTNB,esBAF inh,E-selectin induc
CCOC(=O)N1CCN(C(=O)C2CC(c3cc(OC)ccc3OC)=NO2)CC1 (centres undefined),/,/,12,/,10,-1,-1,/
CCCCCCN1C[C@@H](n2cc(COC(=O)c3ccccc3)nn2)[C@H](O)C[C@@H]1c1ccccc1,-15,5,2,-2,/,0,-4,0.0
Cc1nn(-c2ccccc2)c(C)c1CNC(=O)c1ccc(S(=O)(=O)NCc2ccco2)cc1,-13,-14,/,-1,/,/,-5,/
Cc1c(Cl)cnn1CC(=O)NC1C(=O)N2C(C(=O)O)=C(CSc3nnnn3C)CSC12 (centres undefined),-10,-2,/,/,-1,/,/,3.7
O=C(COC(=O)c1cc([N+](=O)[O-])ccc1N1CCOCC1)NC1CCCCC1,7,0,-1,4,-3,-3,2,/
CC(CCN1CCC(CN2C(=S)NCC2Cc2ccccc2)CC1)c1ccccc1 (centres undefined),-18,6,9,-5,12,0,8,0.0
CCOC(=O)c1c(C)[nH]c(C)c1C(=O)COC(=O)c1ccc(O)cc1,-35,0,-1,1,7,/,-3,-1.0
O=C(NCC1CCCO1)c1ccccc1NS(=O)(=O)c1cccc([N+](=O)[O-])c1 (centres undefined),-15,-1,1,-2,-2,4,2,-2.5
Fc1ccc(CNc2ccn3nc(-c4ccccc4)cc3n2)cc1,-3,0,-3,-2,/,-2,64*,0.7
CN(C)C(=O)c1ccc(-c2ccc3c(c2)[C@H]2[C@H](CCN2S(=O)(=O)c2cn(C)cn2)[C@H](CO)N3)cc1,-62,-2,-4,0,-1,-2,2,0.8
C[C@H]1CN([C@@H](C)CO)C(=O)c2c(c3ccccc3n2C)-c2ccccc2CO[C@H]1CN(C)C(=O)c1cc(Cl)cc(Cl)c1,7,0,/,0,/,/,/,-0.8
C[C@@H]1CN([C@H](C)CO)C(=O)c2c(c3ccccc3n2C)-c2ccccc2CO[C@@H]1CN(C)Cc1ccc(-c2ccccc2)cc1,8,-6,/,-1,/,/,/,-0.2
CN(C)CCN=Cc1c(O)n(-c2ccc(S(=O)(=O)N3CCOCC3)cc2)c(=O)c2ccccc12,7,1,17,-7,28,-6,/,/
Cc1ccccc1-c1ccccc1[C@@H]1[C@@H](C#N)N(C(=O)c2ccc(F)cc2)[C@H]1CO,-2,0,/,-2,/,/,/,0.1
CCOc1ccc2nc(NC(=O)c3cccc(N4C(=O)CCC4=O)c3)sc2c1,-72,0,-1,-2,/,1,-6,0.0
COc1ccc(CNCc2cc(C)c(OC)cc2C)c(OC)c1,-14,2,3,-3,-1,4,-2,0.1
CC(C)[C@H]1CN(C)CCN1Cc1cn(C)nc1-c1cccc(Cl)c1,-5,2,0,-2,1,-7,-1,0.0
Cc1ccc(S(=O)(=O)CC(=O)Nc2ccc(S(=O)(=O)Nc3onc(C)c3C)cc2)cc1,/,/,-8,/,20,-1,-2,/
CC=Cc1ccc2n(c1=O)C[C@H]1[C@H](CO)[C@@H](C(=O)NCCC)[C@@H]2N1CC1CCCC1 (mixture of isomers),-1,0,-2,1,-1,1,2,-0.1
C[C@@H]1CN([C@H](C)CO)C(=O)c2cc(NS(=O)(=O)c3cn(C)cn3)ccc2O[C@H]1CN(C)S(=O)(=O)c1ccccc1,10,-1,3,-2,-9,4,0,0.1
CCCNC(=O)CCc1c(C)nc2nc(-c3cc(OC)cc(OC)c3)nn2c1C,/,/,-3,/,-4,0,-6,0.4
CCN(CC)S(=O)(=O)c1ccc(OC)c(NC(=O)c2ccc(=O)[nH]c2)c1,-23,-1,0,1,18,-4,5,0.8
Cc1ccc(C23CC4CC(CC(C(=O)N5CCN(C)CC5)(C4)C2)C3)cc1,-11,-1,/,-1,2,/,/,/
CC(=O)Nc1ccc(S(=O)(=O)N2CCN(C(=O)c3ccccc3F)CC2)cc1,/,/,4,/,-15,3,-3,/
CC1CCCC(NC(=O)CCCn2ncn3c(cc4occc43)c2=O)C1C (centres undefined),-12,1,9,3,-6,-3,5,/
COC(=O)C1CSc2[nH]c(=O)sc2C1c1ccc(OC)c(OC)c1 (centres undefined),/,/,-2,/,-18,-3,2,/
Cc1ccc(NC(=O)COC(=O)C2CCN(c3ccc(C(F)(F)F)cn3)CC2)cc1C,-19,-6,1,0,0,11,6,-0.1
C[C@@H]1CN([C@@H](C)CO)C(=O)c2cc(C#CC3CC3)cnc2O[C@H]1CN(C)C(=O)Nc1ccccc1,14,-4,5,0,-6,0,0,1.1
NC(=O)C1CCN(C(c2ccccc2)c2nnnn2C2CCCC2)CC1 (centres undefined),/,/,8,/,36,0,-7,/
Cc1noc(C)c1S(=O)(=O)N(C)C[C@H]1OCCCC[C@@H](C)Oc2ccc(NC(=O)NC(C)C)cc2C(=O)N([C@@H](C)CO)C[C@@H]1C,3,-5,-3,4,6,-1,3,/
O=C(Nc1ccc(F)cc1)N1CCCCN2[C@H](CO)[C@H](c3ccc(C#CC4CC4)cc3)[C@H]2C1,7,-2,7,0,5,-6,-7,-0.1
COC(=O)c1ccc(/C=C/C(=O)OCC(=O)NCc2cccs2)cc1,-14,-3,-6,-1,/,-2,5,-0.3
COCCn1c(-c2ccc(SC)cc2)nc2c1c(=O)[nH]c(=O)n2CC(C)C,-4,0,2,2,-4,-3,24,/
Cc1cccc(Oc2ncnc3onc(C)c23)c1C,/,/,3,/,-3,-3,-5,/
CNc1nc(SCc2ccccc2Cl)nc2c1CCCC2,/,/,7,/,-5,-2,11,/
O=C(NCC(c1ccco1)N1CCCCC1)c1cccnc1 (centres undefined),-18,1,1,-2,9,7,-5,/
CCN(N)C(=S)Nc1ccc(F)cc1,-17,2,1,-3,0,1,12,-0.2
CN(C)CCCN(C(=O)COc1ccccc1)c1nc2cc3c(cc2s1)OCCO3,44,5,27,-7,10,-2,6,/
CCOCC(=O)Nc1c(C(=O)Nc2ccc3c(c2)OCCO3)oc2ccccc12,-20,4,/,-1,7,/,/,0.2
Cc1ccc(-c2nnn3c2nc(NC(C)C)c2ccccc23)cc1,-16,0,-2,0,2,3,4,1.8
CC(=O)Nc1ccc(C(=O)COC(=O)c2cccs2)c(F)c1,-10,/,-5,3,-5,9,68*,26
CCN(CC(=O)NCc1ccc(Cl)cc1)C(=O)CSCC(=O)Nc1ccc(C)cc1,-9,-3,5,-2,-4,-2,2,0.5
COc1ccc(NC(=O)Nc2ccc3c(c2)C(=O)N([C@H](C)CO)C[C@@H](C)[C@@H](CN(C)Cc2ccncc2)OCCCC[C@H](C)O3)cc1,9,6,-3,0,1,-1,-2,-0.4
CNC(=S)N1CCC(n2cnc3ccccc32)CC1,-14,5,/,-1,-5,/,-7,/
O=c1cc(-c2ccccc2Cl)oc2c([N+](=O)[O-])c(O)cc(O)c12,-29,-11,0,2,1,0,-18,4.8
Cc1nc(NC(=O)CN2CCC(O)(c3ccc(F)cc3)CC2)sc1C,-13,2,-4,-4,15,4,/,9.3
CC1(Cc2cc(Cl)ccc2C(F)(F)F)C(=O)Nc2c(Cl)cccc21 (centres undefined),-16,0,-2,/,/,4,-14,0.2
O=C(Cc1nnc(NC(=O)c2cccc([N+](=O)[O-])c2)s1)NCc1ccccc1,-21,8,1,-1,-3,0,-2,-0.1
Cc1nc2c(O)cccc2cc1CO,-12,0,2,1,10,4,-4,0.0
Cc1cc(=O)c(C(=O)Nc2ccc(N3CCOCC3)cc2N2CCOCC2)nn1-c1ccccc1Cl,-20,4,0,-1,3,-2,8,-0.2
Cc1ccc(CN2CCN(CC(=O)N/N=C/c3ccccc3F)CC2)cc1,-16,1,/,-5,-8,/,/,/
C/C=C/c1ccc([C@H]2[C@@H](CN(C)C(=O)CC)N(C(=O)NCCC)[C@H]2CO)cc1,-15,3,-15,2,-2,-2,-3,0.1
CC(=O)c1ccc(N2CCN(CN3C(=O)CC4(CCCC4)C3=O)CC2)c(F)c1,-15,8,-11,-3,1,6,-5,0.1
O=C(c1cc2ccccc2o1)N1CCN(S(=O)(=O)c2ccc(Cl)s2)CC1,-30,-1,6,-1,-4,/,14,0.0
CC(C)(C)NC(=O)C(=O)NNC(=O)c1ccccc1,-9,-1,-6,-1,/,-2,/,/
CCN(CC)C(=O)c1ncn(Cc2ccccc2)c1C(=O)N(CC)CC,-9,2,-8,-3,-4,-9,-6,0.0
C[C@H](NC(=O)C[C@H]1CC[C@H]2[C@@H](COC[C@H](O)CN2C(=O)Nc2cccc(Cl)c2)O1)c1ccccc1,/,/,15,/,18,-8,6,0.0
Cc1ccc(OCC(=O)N2CCc3ccccc3C2)c([N+](=O)[O-])n1,-11,6,/,-3,17,/,/,/
O=C(N/N=C1\CC2CC=CC12)c1ccccc1Cl (centres undefined),-5,2,-4,3,/,-5,2,0.0
CCCCn1c(N)c(N(CCC(C)C)C(=O)CCCc2nc3ccccc3s2)c(=O)[nH]c1=O,-6,-6,-9,-3,-3,4,1,2.7
CN(C)C(=O)[C@H]1[C@H](CO)[C@H]2Cn3c(ccc(-c4ccc(F)cc4)c3=O)[C@@H]1N2CCc1ccccc1,0,8,-14,4,8,-2,1,0.1
Cc1noc(NS(=O)(=O)c2ccc(NC(=O)c3cccc(S(=O)(=O)Nc4ccccc4F)c3)cc2)c1C,-15,6,-5,2,/,-4,1,/
CCc1cccc(OCCOCCN2CCCC2)c1,/,/,-9,/,7,0,-7,/

# Structural class: those above containing fluorine (13)
SMILES,RAD52 inh,ERp5 inh,RAD54 branch,CASP6 VEID inh,ARNT-TACC3 inh,PglD DTNB,esBAF inh,E-selectin induc
Fc1ccc(CNc2ccn3nc(-c4ccccc4)cc3n2)cc1,-3,0,-3,-2,/,-2,64*,0.7
Cc1ccccc1-c1ccccc1[C@@H]1[C@@H](C#N)N(C(=O)c2ccc(F)cc2)[C@H]1CO,-2,0,/,-2,/,/,/,0.1
CC(=O)Nc1ccc(S(=O)(=O)N2CCN(C(=O)c3ccccc3F)CC2)cc1,/,/,4,/,-15,3,-3,/
Cc1ccc(NC(=O)COC(=O)C2CCN(c3ccc(C(F)(F)F)cn3)CC2)cc1C,-19,-6,1,0,0,11,6,-0.1
O=C(Nc1ccc(F)cc1)N1CCCCN2[C@H](CO)[C@H](c3ccc(C#CC4CC4)cc3)[C@H]2C1,7,-2,7,0,5,-6,-7,-0.1
CCN(N)C(=S)Nc1ccc(F)cc1,-17,2,1,-3,0,1,12,-0.2
CC(=O)Nc1ccc(C(=O)COC(=O)c2cccs2)c(F)c1,-10,/,-5,3,-5,9,68*,26
Cc1nc(NC(=O)CN2CCC(O)(c3ccc(F)cc3)CC2)sc1C,-13,2,-4,-4,15,4,/,9.3
CC1(Cc2cc(Cl)ccc2C(F)(F)F)C(=O)Nc2c(Cl)cccc21 (centres undefined),-16,0,-2,/,/,4,-14,0.2
Cc1ccc(CN2CCN(CC(=O)N/N=C/c3ccccc3F)CC2)cc1,-16,1,/,-5,-8,/,/,/
CC(=O)c1ccc(N2CCN(CN3C(=O)CC4(CCCC4)C3=O)CC2)c(F)c1,-15,8,-11,-3,1,6,-5,0.1
CN(C)C(=O)[C@H]1[C@H](CO)[C@H]2Cn3c(ccc(-c4ccc(F)cc4)c3=O)[C@@H]1N2CCc1ccccc1,0,8,-14,4,8,-2,1,0.1
Cc1noc(NS(=O)(=O)c2ccc(NC(=O)c3cccc(S(=O)(=O)Nc4ccccc4F)c3)cc2)c1C,-15,6,-5,2,/,-4,1,/

# Entries of single compounds, looked up by structure. Values in the order: RAD52 inh | ERp5 inh | RAD54 branch | CASP6 VEID inh | ARNT-TACC3 inh | PglD DTNB | esBAF inh | E-selectin induc
# `CCN(CC)C(=O)c1ncn(Cc2ccccc2)c1C(=O)N(CC)CC` across the screens: -9 | 2 | -8 | -3 | -4 | -9 | -6 | 0.0
# `C[C@H](NC(=O)C[C@H]1CC[C@H]2[C@@H](COC[C@H](O)CN2C(=O)Nc2cccc(Cl)c2)O1)c1ccccc1` across the screens: / | / | 15 | / | 18 | -8 | 6 | 0.0
